# TcdB GH inh – inhibitors of Clostridioides difficile toxin B glycohydrolase | P18177 | TcdB glycohydrolase enzymatic assay, plate reader | inhibition, % at 9.99 µM | 0.24% of 350,000 active | AID 652162; in the data active means inhibition above about 10%
# Target sequence (P18177 whole entry, looked up): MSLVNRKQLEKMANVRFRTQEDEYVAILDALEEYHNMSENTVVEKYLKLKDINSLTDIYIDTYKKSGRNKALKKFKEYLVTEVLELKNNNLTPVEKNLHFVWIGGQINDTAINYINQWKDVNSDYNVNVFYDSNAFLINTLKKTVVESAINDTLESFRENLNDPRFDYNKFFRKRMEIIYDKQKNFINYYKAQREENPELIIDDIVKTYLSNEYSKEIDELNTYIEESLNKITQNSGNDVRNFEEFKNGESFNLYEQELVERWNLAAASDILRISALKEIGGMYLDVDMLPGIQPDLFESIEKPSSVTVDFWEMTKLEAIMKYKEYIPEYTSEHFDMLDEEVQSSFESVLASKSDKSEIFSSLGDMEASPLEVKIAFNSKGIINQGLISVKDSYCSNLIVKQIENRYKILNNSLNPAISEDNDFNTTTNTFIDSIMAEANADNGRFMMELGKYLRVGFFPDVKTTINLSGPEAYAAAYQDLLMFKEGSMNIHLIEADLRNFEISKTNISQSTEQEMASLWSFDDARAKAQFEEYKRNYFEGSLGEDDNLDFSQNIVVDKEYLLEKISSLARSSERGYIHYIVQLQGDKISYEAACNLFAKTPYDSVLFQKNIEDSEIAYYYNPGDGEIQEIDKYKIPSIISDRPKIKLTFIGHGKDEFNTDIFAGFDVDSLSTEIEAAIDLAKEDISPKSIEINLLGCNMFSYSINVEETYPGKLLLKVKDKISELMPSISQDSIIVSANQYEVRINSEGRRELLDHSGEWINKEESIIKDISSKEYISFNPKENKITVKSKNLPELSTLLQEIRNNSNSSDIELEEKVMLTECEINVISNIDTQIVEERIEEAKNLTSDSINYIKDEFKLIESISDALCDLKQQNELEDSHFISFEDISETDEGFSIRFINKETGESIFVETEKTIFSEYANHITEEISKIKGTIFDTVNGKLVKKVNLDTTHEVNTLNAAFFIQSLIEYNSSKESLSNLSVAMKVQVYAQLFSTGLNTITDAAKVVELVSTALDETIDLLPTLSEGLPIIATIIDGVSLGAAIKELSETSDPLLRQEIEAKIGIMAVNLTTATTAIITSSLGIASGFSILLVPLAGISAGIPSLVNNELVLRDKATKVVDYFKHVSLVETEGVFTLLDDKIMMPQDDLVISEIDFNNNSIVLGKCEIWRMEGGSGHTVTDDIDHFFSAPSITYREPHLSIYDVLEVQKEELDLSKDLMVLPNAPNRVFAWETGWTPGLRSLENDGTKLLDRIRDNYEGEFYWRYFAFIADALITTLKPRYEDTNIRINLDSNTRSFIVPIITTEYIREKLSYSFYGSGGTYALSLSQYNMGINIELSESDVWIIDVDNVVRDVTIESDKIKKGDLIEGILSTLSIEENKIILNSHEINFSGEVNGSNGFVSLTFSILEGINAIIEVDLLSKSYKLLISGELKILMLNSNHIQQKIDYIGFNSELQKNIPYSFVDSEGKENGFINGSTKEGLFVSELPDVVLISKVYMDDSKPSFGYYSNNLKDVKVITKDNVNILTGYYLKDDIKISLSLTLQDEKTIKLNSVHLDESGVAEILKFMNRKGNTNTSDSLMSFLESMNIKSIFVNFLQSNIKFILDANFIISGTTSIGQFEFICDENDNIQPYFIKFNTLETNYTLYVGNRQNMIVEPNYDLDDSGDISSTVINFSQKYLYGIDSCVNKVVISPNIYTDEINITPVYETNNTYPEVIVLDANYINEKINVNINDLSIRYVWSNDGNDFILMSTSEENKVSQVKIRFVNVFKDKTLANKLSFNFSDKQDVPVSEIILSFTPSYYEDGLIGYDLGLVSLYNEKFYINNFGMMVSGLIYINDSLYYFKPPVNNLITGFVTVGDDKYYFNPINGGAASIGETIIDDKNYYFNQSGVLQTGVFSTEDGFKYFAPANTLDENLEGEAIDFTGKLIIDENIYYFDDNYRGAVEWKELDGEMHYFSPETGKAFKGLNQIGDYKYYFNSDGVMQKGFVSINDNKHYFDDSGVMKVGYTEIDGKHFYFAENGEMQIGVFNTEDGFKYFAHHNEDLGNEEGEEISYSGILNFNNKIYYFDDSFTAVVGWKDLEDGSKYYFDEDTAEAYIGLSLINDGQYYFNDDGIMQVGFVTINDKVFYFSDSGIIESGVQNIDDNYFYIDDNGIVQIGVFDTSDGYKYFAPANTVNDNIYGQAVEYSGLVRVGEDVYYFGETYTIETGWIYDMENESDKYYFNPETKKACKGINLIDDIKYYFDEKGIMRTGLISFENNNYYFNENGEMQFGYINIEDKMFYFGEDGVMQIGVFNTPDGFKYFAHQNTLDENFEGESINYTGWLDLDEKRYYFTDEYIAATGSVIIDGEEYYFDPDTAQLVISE
# * hit, by the source's call.
SMILES,TcdB GH inh
O=C(C1CC1)N1CC2(C1)[C@H](c1ccccc1)[C@@H](CO)N2Cc1ccc(Cl)cc1,1.1
C[C@@H]1CN([C@@H](C)CO)S(=O)(=O)c2ccc(C3=CCCC3)cc2O[C@H]1CN(C)C(=O)CN(C)C,-1.5
CN(C)C(=O)C[C@H]1C[C@@H]2c3cc(NC(=O)Nc4ccc(C(F)(F)F)cc4)ccc3O[C@@H]2[C@@H](CO)O1,3.2
C[C@H]1CN([C@@H](C)CO)C(=O)c2cccc(NC(=O)Nc3ccc(C(F)(F)F)cc3)c2O[C@H]1CN(C)Cc1ccc(Oc2ccccc2)cc1,-1.5
C[C@@H]1CN([C@H](C)CO)C(=O)Cc2cc(NC(=O)Nc3cccc4ccccc34)ccc2O[C@H]1CN(C)CC1CCCCC1,0.7
C[C@H]1CN([C@@H](C)CO)C(=O)Cc2cc(NS(=O)(=O)c3ccccc3)ccc2O[C@H]1CN(C)S(=O)(=O)c1cccs1,-1.4
CCC(=O)N1CC2(C1)CN(CC1CCOCC1)[C@H](CO)c1c2c2ccc(OC)cc2n1C,-9.8
CNC[C@H]1OCCCC[C@@H](C)Oc2ccc(NC(=O)Cc3ccccc3)cc2C(=O)N([C@@H](C)CO)C[C@H]1C,-0.6
C[C@H](CO)N1C[C@H](C)[C@H](CN(C)C(=O)c2ccccc2)OCCCC[C@H](C)Oc2ccc(NC(=O)Nc3ccc4c(c3)OCO4)cc2C1=O,0.7
C[C@H](CO)N1C[C@H](C)[C@H](CN(C)CC2CC2)Oc2c(NC(=O)NC3CCCCC3)cccc2C1=O,-1.9
CCC(=O)N1CCCCN2[C@@H](CO)[C@H](c3ccc(-c4cccc(C(=O)N(C)C)c4)cc3)[C@@H]2C1,0.1
CCCC#Cc1ccc([C@H]2[C@H]3CN(CC4CC4)CCCCN3[C@H]2CO)cc1,-0.2
CNC[C@@H]1Oc2cc(C#CC3(O)CCCC3)ccc2S(=O)(=O)N([C@@H](C)CO)C[C@H]1C,-0.3
Cc1noc(C)c1NC(=O)Nc1ccc2c(c1)C(=O)N([C@@H](C)CO)C[C@@H](C)[C@@H](CN(C)C)OCCCC[C@@H](C)O2,0.1
CCN(C[C@@H]1[C@@H](c2ccccc2)[C@H](CO)N1Cc1cccnc1)C(C)=O,-0.7
C/C=C/c1ccc2c(c1)O[C@@H](CN(C)C(=O)c1ccccc1)[C@H](C)CN([C@H](C)CO)S2(=O)=O,0.1
CCCC(=O)Nc1ccc2c(c1)C(=O)N(C)C[C@H](OC)[C@@H](C)CN(C(=O)c1cccnc1)[C@H](C)CO2,-6.5
C[C@@H]1CCCCO[C@@H](CN(C)C(=O)Cc2ccccc2)[C@@H](C)CN([C@@H](C)CO)C(=O)c2cc(NC(=O)Nc3ccc(F)cc3)ccc2O1,-0.3
C[C@H](CO)N1C[C@H](C)[C@H](CN(C)Cc2ccncc2)Oc2c(NS(C)(=O)=O)cccc2C1=O,0.6
C[C@H]1CN([C@@H](C)CO)C(=O)c2cccc(NC(=O)Nc3ccccc3)c2O[C@@H]1CN(C)Cc1ccc(C(=O)O)cc1,-0.8
COc1cccc(-c2ccc([C@H]3[C@H](CO)N4CCCCN(C(=O)c5ccc6c(c5)OCO6)C[C@@H]34)cc2)c1,-1.1
CC(C)CC#Cc1ccc([C@@H]2[C@@H](CO)N3C(=O)CN(C(=O)Cc4ccccc4)C[C@H]23)cc1,-2.0
CCc1cnc(N2[C@H](C#N)[C@@H](c3ccc(C4=CCCCC4)cc3)[C@H]2CO)s1,-1.2
O=C(C[C@H]1C=C[C@@H](NS(=O)(=O)c2ccccc2)[C@H](CO)O1)N1CCc2ccccc2C1,0.0
CN1[C@H](C(=O)N2CCOCC2)[C@@H](CO)[C@@H]2Cn3c(ccc(/C=C/c4ccccc4)c3=O)[C@@H]21,0.3

# Five of these compounds, set out differently:
smiles	TcdB GH inh
CCN(C[C@@H]1[C@@H](c2ccccc2)[C@H](CO)N1Cc1cccnc1)C(C)=O	-0.7
C/C=C/c1ccc2c(c1)O[C@@H](CN(C)C(=O)c1ccccc1)[C@H](C)CN([C@H](C)CO)S2(=O)=O	0.1
CCCC(=O)Nc1ccc2c(c1)C(=O)N(C)C[C@H](OC)[C@@H](C)CN(C(=O)c1cccnc1)[C@H](C)CO2	-6.5
C[C@@H]1CCCCO[C@@H](CN(C)C(=O)Cc2ccccc2)[C@@H](C)CN([C@@H](C)CO)C(=O)c2cc(NC(=O)Nc3ccc(F)cc3)ccc2O1	-0.3
C[C@H](CO)N1C[C@H](C)[C@H](CN(C)Cc2ccncc2)Oc2c(NS(C)(=O)=O)cccc2C1=O	0.6

# Next section:
SMILES,TcdB GH inh
CC(C)NC(=O)N(C)C[C@@H]1Oc2c(NC(=O)Nc3ccc(F)cc3)cccc2C(=O)N([C@@H](C)CO)C[C@H]1C,-0.6
C[C@@H]1CN([C@H](C)CO)C(=O)c2cc(NC(=O)Nc3ccccc3)ccc2O[C@@H](C)CCCCO[C@H]1CN(C)C(=O)c1ccccc1,0.9
CCC(=O)N1CC(=O)N2[C@H](C1)[C@H](c1ccc(-c3ccc(C#N)cc3)cc1)[C@@H]2CO,-0.2
C[C@H]1CN([C@@H](C)CO)C(=O)c2cc(NC(=O)CCCCCC(=O)Nc3ccccc3N)ccc2O[C@H]1CN(C)S(=O)(=O)c1ccccc1,0.3
O=C(CCN1CCCCC1)N[C@@H]1CC[C@@H](CCNC(=O)c2cc(Cl)cc(Cl)c2)O[C@H]1CO,-0.4
CCC(=O)N1CC2(C1)[C@@H](c1ccccc1)[C@@H](CO)N2C(=O)c1cccnc1,-0.8
C[C@@H]1CN([C@H](C)CO)C(=O)c2cccc(NS(C)(=O)=O)c2O[C@@H]1CN(C)C(=O)Nc1ccc(F)cc1,0.2
C[C@@H]1CCCCO[C@H](CN(C)C(=O)c2ccncc2)[C@@H](C)CN([C@@H](C)CO)C(=O)c2cc(NC(=O)Cc3ccccc3)ccc2O1,0.7
CO[C@@H]1CN(C)C(=O)c2cc(NC(C)=O)ccc2OC[C@H](C)N(Cc2ccncc2)C[C@H]1C,0.5
C[C@@H]1CN([C@@H](C)CO)C(=O)c2cc(NS(=O)(=O)c3ccccc3)ccc2O[C@@H](C)CCCCO[C@@H]1CN(C)C(=O)Nc1ccc(C(F)(F)F)cc1,-0.2
C[C@H](CO)N1C[C@H](C)[C@H](CN(C)S(=O)(=O)c2ccccc2)Oc2cc(-c3cccc(F)c3)ccc2S1(=O)=O,0.2
COCC(=O)N1[C@H](CO)[C@@H]2c3ccccc3N(C(=O)c3ccccc3)C[C@@H]21,1.1
CN1C[C@@H]2[C@H](c3ccccc31)[C@@H](CO)N2C(=O)Nc1ccc(F)cc1,1.2
C[C@H](CO)N1C[C@H](C)[C@H](CN(C)S(=O)(=O)c2ccc(F)cc2)Oc2ccc(NC(=O)c3ccncc3)cc2C1=O,0.2
O=C(C[C@H]1CC[C@@H]2[C@H](COC[C@H](O)CN2Cc2ccc(Cl)cc2)O1)NCCc1ccccc1,0.4
C[C@@H]1CN([C@@H](C)CO)C(=O)c2cc(NS(=O)(=O)c3cn(C)cn3)ccc2O[C@@H](C)CCCCO[C@H]1CN(C)S(=O)(=O)c1cn(C)cn1,-0.3
C[C@@H]1CCCCO[C@@H](CN(C)C(=O)c2ccccc2)[C@H](C)CN([C@H](C)CO)C(=O)c2cc(NS(C)(=O)=O)ccc2O1,-0.2
COc1ccc(CCNC(=O)[C@@]2(Cc3ccccc3I)c3ccccc3C(=O)N(Cc3ccccc3OC)[C@H]2c2ccc(CO)cc2)cc1,-2.4
C[C@@H]1CN([C@H](C)CO)C(=O)c2cccc(NS(=O)(=O)c3ccc(Cl)cc3)c2O[C@H]1CN(C)CC1CC1,0.5
CC(C)NC(=O)Nc1ccc2c(c1)CC(=O)N([C@H](C)CO)C[C@H](C)[C@H](CN(C)Cc1ccc3c(c1)OCO3)O2,1.0
CCCNC(=O)C[C@H]1C[C@H]2c3cc(NS(=O)(=O)c4ccc(F)cc4)ccc3O[C@H]2[C@@H](CO)O1,-0.1
COc1ccc(NC(=O)Nc2ccc3c(c2)C(=O)N([C@H](C)CO)C[C@@H](C)[C@@H](CN(C)Cc2ccc(C(F)(F)F)cc2)OCCCC[C@@H](C)O3)cc1,-1.2
Cc1noc(C)c1NC(=O)N(C)C[C@@H]1Oc2ncc(C#Cc3cccc(F)c3)cc2C(=O)N([C@H](C)CO)C[C@@H]1C,-0.8
C[C@H]1CN([C@@H](C)CO)C(=O)c2cccc(NC(=O)C3CC3)c2O[C@H]1CN(C)C,-0.1
C[C@H]1CN([C@@H](C)CO)C(=O)c2cc(NC(=O)CCN3CCOCC3)ccc2O[C@@H]1CN(C)Cc1ccc(Cl)c(Cl)c1,0.6

# Following part
SMILES,TcdB GH inh
CCC(=O)N1C[C@H](C)[C@@H](OC)CN(C)C(=O)c2cc(NC(=O)C3CCOCC3)ccc2OC[C@H]1C,0.5
CN1C(=O)c2cc(NC(=O)C3CC3)ccc2OC[C@@H]2O[C@@H](CC(=O)NCCN3CCCC3)CC[C@H]21,-1.6
N#C[C@@H]1[C@H](c2ccccc2)[C@@H](CO)N1S(=O)(=O)c1cccc(F)c1,-1.3
C[C@H](O)C#Cc1ccc2c(c1)O[C@@H](CN(C)C(=O)Cc1ccccn1)[C@H](C)CN([C@@H](C)CO)S2(=O)=O,-0.5
O=C(CC1CC1)N1CC(=O)N2[C@H](CO)[C@H](c3ccc(-c4cccnc4)cc3)[C@@H]2C1,-1.4
COc1cccc(CN2CC3(CN(C(=O)Nc4c(C)noc4C)C3)c3c([nH]c4cc(OC)ccc34)[C@@H]2CO)c1,-0.8
C[C@@H]1CN([C@H](C)CO)C(=O)Cc2cc(NC(=O)c3ccncc3)ccc2O[C@@H]1CN(C)S(C)(=O)=O,0.5
CN(C)C(=O)C[C@@H]1C[C@@H]2c3cc(NC(=O)Nc4ccccc4F)ccc3O[C@@H]2[C@@H](CO)O1,-1.3
O=C(c1cccc(F)c1)N1CC(=O)N2[C@@H](CO)[C@@H](c3ccc(C#Cc4ccc(F)cc4)cc3)[C@@H]2C1,-0.3
OC[C@@H]1[C@@H](c2ccc(-c3cccnc3)cc2)[C@@H]2CN(CC3CC3)CCCCN12,0.0
CO[C@@H]1CN(C)C(=O)c2cc(NS(=O)(=O)c3cn(C)cn3)ccc2OC[C@H](C)NC[C@H]1C,0.0
C[C@@H]1CN([C@@H](C)CO)S(=O)(=O)c2ccc(C#CCN(C)C)cc2O[C@@H]1CN(C)Cc1cccnc1,0.2
CCNC(=O)C[C@@H]1CC[C@@H]2[C@H](COC[C@H](O)CN2Cc2ccc(Cl)c(Cl)c2)O1,-1.4
CN(C)CC#Cc1ccc([C@@H]2[C@H]3CN(C(=O)NC4CCCC4)CCCCN3[C@H]2CO)cc1,-2.2
COc1ccc(S(=O)(=O)Nc2ccc3c(c2)C(=O)N([C@H](C)CO)C[C@H](C)[C@@H](CN(C)Cc2ccc(-c4ccccc4)cc2)O3)cc1,-2.9
CN(C)CCCNC(=O)C[C@@H]1C=C[C@H](NS(=O)(=O)c2ccccc2)[C@@H](CO)O1,-1.7
C[C@@H]1CN([C@H](C)CO)C(=O)c2cc(NC(=O)Nc3ccc(C(F)(F)F)cc3)ccc2O[C@@H](C)CCCCO[C@@H]1CN(C)S(=O)(=O)c1ccccc1,0.1
CCC(=O)N(C)C[C@@H]1Oc2cc(-c3cncnc3)ccc2S(=O)(=O)N([C@H](C)CO)C[C@@H]1C,-0.5
C[C@@H]1CN([C@@H](C)CO)C(=O)c2cc(C#C[C@@H](C)O)cnc2O[C@@H]1CN(C)C(=O)c1ccccc1F,1.1
CCCNC(=O)Nc1ccc2c(c1)OC[C@H](C)N(C(=O)C1CC1)C[C@H](C)[C@H](OC)CN(C)C2=O,-5.5
CN(C)CCCNC(=O)C[C@@H]1C=C[C@@H](NS(=O)(=O)c2ccccc2)[C@H](CO)O1,-0.7
OC[C@@H]1[C@H](c2ccc(-c3ccccc3)cc2)[C@@H]2CN(Cc3ccccn3)CCCCN12,-9.3
C[C@@H]1CN([C@@H](C)CO)S(=O)(=O)c2ccc(C3=CCCCC3)cc2O[C@H]1CN(C)S(C)(=O)=O,-0.7
CC(C)NC(=O)N(C)C[C@H]1Oc2ccc(NC(=O)Cn3cnnn3)cc2CC(=O)N([C@@H](C)CO)C[C@@H]1C,0.4
CC(C)C#Cc1cnc2c(c1)C(=O)N([C@@H](C)CO)C[C@H](C)[C@H](CN(C)Cc1cncnc1)O2,0.2

# The list goes on (4 carried over from the part before).
SMILES,TcdB GH inh
OC[C@@H]1[C@H](c2ccc(-c3ccccc3)cc2)[C@@H]2CN(Cc3ccccn3)CCCCN12,-9.3
C[C@@H]1CN([C@@H](C)CO)S(=O)(=O)c2ccc(C3=CCCCC3)cc2O[C@H]1CN(C)S(C)(=O)=O,-0.7
CC(C)NC(=O)N(C)C[C@H]1Oc2ccc(NC(=O)Cn3cnnn3)cc2CC(=O)N([C@@H](C)CO)C[C@@H]1C,0.4
CC(C)C#Cc1cnc2c(c1)C(=O)N([C@@H](C)CO)C[C@H](C)[C@H](CN(C)Cc1cncnc1)O2,0.2
COc1ccc(NC(=O)N[C@@H]2C=C[C@H](CC(=O)NCc3ccccn3)O[C@H]2CO)cc1,-0.1
C[C@@H]1CN([C@H](C)CO)C(=O)Cc2cc(N(C)C)ccc2O[C@H]1CN(C)Cc1ccccc1,-6.7
CO[C@@H]1CN(C)C(=O)c2cc(NC(=O)c3nc4ccccc4s3)ccc2OC[C@@H](C)N(Cc2ccncc2)C[C@H]1C,-14.1
COc1ccccc1-c1ccc2n(c1=O)C[C@@H]1[C@@H](CO)[C@H](C(=O)NCc3ccccc3Cl)N[C@H]21,0.0
C[C@@H]1CN([C@@H](C)CO)C(=O)c2cccc(NC(=O)C3CC3)c2O[C@H]1CN(C)S(=O)(=O)c1ccc(F)cc1,-0.1
C[C@@H]1CN([C@H](C)CO)C(=O)c2cc(NC(=O)Cc3ccccc3)ccc2O[C@H]1CN(C)S(=O)(=O)c1ccc(F)cc1,0.0
O=C(C[C@H]1CC[C@@H](NC(=O)C2CC2)[C@H](CO)O1)NCC1CC1,-0.9
C[C@@H]1CN([C@@H](C)CO)C(=O)CCCn2cc(nn2)CO[C@@H]1CN(C)Cc1cccc2c1OCCCO2,-1.2

# Bioassay records from PubChem.

# Not all compounds are listed; rates above refer to the full screens.
